# Screens (PubChem BioAssay)
# SENP1 FRET inh: human SENP1 catalytic domain inhibitors, primary screen, biochemical, FRET, uHTS; Sentrin-specific protease 1 (Homo sapiens), Q9P0U3; 0.21% of 360,000 active; recombinant SENP1 catalytic domain, CyPet-SUMO1-YPet FRET cleavage; inhibition, % at 10 µM;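 active = inhibition at least 30% at 10 µM, raw YFP signal under a set limit, fluorescence ratio 0.5 to 1.5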;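 note: 0% = enzyme with DMSO and 100% = no enzyme wells; some results filed as inactive read as strong as hits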
# Target sequence (Q9P0U3 419-644 limits assumed): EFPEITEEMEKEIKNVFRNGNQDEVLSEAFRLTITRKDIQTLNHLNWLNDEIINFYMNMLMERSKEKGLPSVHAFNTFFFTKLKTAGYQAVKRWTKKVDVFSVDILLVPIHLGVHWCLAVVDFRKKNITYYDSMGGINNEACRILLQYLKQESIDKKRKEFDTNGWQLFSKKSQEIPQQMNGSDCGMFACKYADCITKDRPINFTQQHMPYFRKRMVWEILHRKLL
#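 Material – human SENP1 catalytic domain · Input – SENP1 enzyme, 20 pM final · Compound dosing – single concentration of 10 µM compound, 0.5% DMSO final · Timing – enzyme reaction for 50 min at room temperature, dark · Measured by – FRET fluorescence in CFP and YFP emission channels · Control set – no-enzyme wells low, DMSO-plus-enzyme wells high control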
# Active calls of the source: *; & = joins results of further samples. A portion of the library (hit frequency here may not be typical).
SMILES,SENP1 FRET inh
CN(C)CCN(CC1CCCN(Cc2ccccc2F)C1)C(=O)Cc1ccccc1F (stereo unspecified),1.5
O=C(c1cc(Cl)cc(Cl)c1)N1Cc2ccccc2-n2nncc2C1,2.6
CC(=O)OC1CCC2(C)C(CC(=O)C3C2CCC2(C)C(OC(C)=O)CCC32)C1 (stereo unspecified),0.3
CC12Cc3cnoc3C=C1CCC1C2CCC2(C)C1CCC2(C)O (stereo unspecified),2.5
O=C1CC(=O)N(c2ccccc2)C(=O)N1,1.9
O=C(COc1ccc(Br)cc1)N1CCN(Cc2ccncc2)CC1,1.3
CCOC(=O)[C@]12Cc3cc(C)ccc3[C@H]1N(Cc1ccccc1)C(=O)c1cc(OC)ccc12,-2.1
CN(C)Cc1c[nH]c2cc([N+](=O)[O-])ccc12,2.6
c1cc2c(cc1N1CCCCC1)CNCc1cnnn1-2,2.2
CC(Cc1ccc(O)cc1)NCC(O)c1ccc(O)c(O)c1 (stereo unspecified),-58.1
C[C@@H]1CN([C@@H](C)CO)C(=O)CCCn2nncc2CO[C@@H]1CN(C)C(=O)Oc1ccc2ccccc2c1,2.1
COc1ccc(OC)c(NP(=O)(Oc2ccccc2)Oc2ccccc2)c1,3.2
CN1C2CCC1/C(=C/c1ccccn1)C(=O)/C2=C\c1ccccn1,3.3
O=[N+]([O-])c1c(Cl)c(Cl)c(Cl)c(Cl)c1Cl,-1.3
Cc1c(NS(=O)(=O)c2ccccc2)ccc([N+](=O)[O-])c1Cl,-1.0
Brc1ccc2c(c1)-n1nncc1CN(CC1CCCCC1)C2,-0.6
C=C1C(=O)OC2CCN3CC=C(COC(=O)C(C)(O)C4(CO4)C1C)C23 (stereo unspecified),1.0
Cc1cc(N(CCCl)CCCl)ccc1C=NNC(=O)c1cccnc1,-1.1
Cc1ccccc1OP(=O)(Oc1ccccc1C)N1CCOCC1,3.0
CC(Cc1ccccc1)N(C)CC1C(=O)C2CCC1C2 (stereo unspecified),0.9
C[C@H]1COc2cc(N3CCN(C)CC3)ccc2S(=O)(=O)N1,0.3
CC(=O)C1CCC2C3CCC4CC(O)CCC4(C)C3C(O)CC12C (stereo unspecified),3.6
Clc1cccc(N2Cc3ccccc3-n3nncc3C2)c1,-1.7
CN1CC2CN(Cc3ccccc3)S(=O)(=O)C2C1 (stereo unspecified),1.0
c1ccc2c(CCN3CCCCC3)c[nH]c2c1,-22.2
SMILES,SENP1 FRET inh
O=C1NCN(c2ccccc2)C12CCN(C(CCc1ccccc1)c1nnnn1C1CCCC1)CC2 (stereo unspecified),1.2
CN1CCC2(CC1)c1ccccc1-c1ccccc12,-1.1
CN1CCN(Cc2cn(C)c3ccccc23)CC1CCO (stereo unspecified),-1.0
O=[N+]([O-])c1ccc2c(c1)Cc1cc(O)ccc1-2,10.5
CNCC(=O)c1ccc(O)c(O)c1,0.8
CCOC(=O)[C@]12Cc3cc4ccccc4cc3[C@H]1N(Cc1ccccc1)C(=O)c1ccccc12,2.1
COc1ccc(C(SCC(NC(=O)OCc2ccccc2)C(=O)O)c2ccc(OC)cc2)cc1 (stereo unspecified),-1.3
COc1ccc(-n2nnnc2C(C2CC2)N2CCC(n3c(=O)[nH]c4ccccc43)CC2)cc1 (stereo unspecified),-1.4
O=c1[nH]c2ccccc2n1C1CCN(C(c2ccccc2OC(F)(F)F)c2nnnn2-c2ccc3c(c2)OCCO3)CC1 (stereo unspecified),2.1
CC(=O)C1C(N2CC2)CC2C3CC=C4CC(O)CCC4(C)C3CCC21C (stereo unspecified),0.7
O=C(c1cccnc1)N1Cc2ccccc2-n2nncc2C1,0.6
NC(Cc1ccc(F)cc1)c1csc(Nc2cnccn2)n1 (stereo unspecified),-1.7
CC1=C(N2CC2)C(=O)C(CO)=C(N2CC2)C1=O,1.9
CNC(=O)Oc1cccc2c1OC(C)(C)O2,2.0
COP(=S)(OC)Oc1ccc(SC)c(C)c1,1.0
c1ccc(CNC2CCCCCCC2)cc1 (tested in a mixture with another compound),-0.4
CCOP(=O)(Nc1ccc2c(c1)C(=NNC(N)=S)c1ccccc1-2)OCC,2.5
N#CC12c3ccccc3C(=O)N1Cc1cnnn1-c1ccccc12 (stereo unspecified),3.0
COc1ccc(CN(CCc2c[nH]c3ccccc23)Cc2ccc(OC)cc2)cc1,3.4
Cc1ccccc1C(=O)N1Cc2ccccc2-n2nncc2C1,-2.0
CC(C)N1CCOC(c2ccc(O)c(O)c2)C1 (stereo unspecified),0.9
S=C(NCCc1ccccc1)N1Cc2cc(N3CCCCC3)ccc2-n2nncc2C1,-1.0
COC(=O)C1=C(c2ccc(OCc3ccccc3)cc2)C[C@@H]2CC[C@H]1N2C,1.0
NC(Cc1ccc(F)cc1)c1csc(Nc2ccccn2)n1 (stereo unspecified),0.3
O=C1CC2OCC=C3CN4CCC56c7ccccc7N1C5C2C3CC46O (stereo unspecified),-10.2
SMILES,SENP1 FRET inh
Nc1ccc(-c2ccc(N)cc2)cc1,1.0
COc1cccc(C(c2nnnn2-c2c(C)cccc2C)N2CCC(n3c(=O)[nH]c4ccccc43)CC2)c1OC (stereo unspecified),4.4
O=C(NC(=S)N1CC1)c1ccccc1,3.7
CCS(=O)(=O)CCSP(=O)(OC)OC,1.8
CC[C@H]1CN2CCC1C[C@@H]2[C@@H](O)c1ccnc2ccc(OC)cc12 (stereo partly specified),0.1
COC(=O)C12OCC34C(CC5C(C)=C(O)C(=O)CC5(C)C3C(O)C1O)OC(=O)C(OC(=O)/C=C(\C)C(C)C)C24 (stereo unspecified),1.2
CCCCC1(CC)COP(=O)(OCC(Cl)(Cl)Cl)OC1 (stereo unspecified),2.5
COc1ccc(NC2Oc3cc4c(cc3C(c3cc(OC)c(OC)c(OC)c3)C2C)OCO4)cc1 (stereo unspecified),1.1
Cc1cccc(-n2c(O)c(C)c(=O)[nH]c2=S)c1,-0.3
c1ccc2c(c1)[IH]c1ccccc1-2,-0.4
CC(=O)OC12COC1CC(O)C1(C)C(=O)C(O)C3=C(C)C(O)CC(O)(C(OC(=O)c4ccccc4)C21)C3(C)C (stereo unspecified),-1.7
CN(C)C1CCc2[nH]c3c(F)cc(F)cc3c2C1 (stereo unspecified),-2.7
CC(CC(C)(C)N1CC1)=NNC(=O)Nc1cccc2ccccc12,-2.3
CCOC(=O)CC(SP1(=S)OCC2(CC=CCC2)CO1)C(=O)OCC (stereo unspecified),-5.8
CCCCCN1C(=O)c2cc(OC)ccc2[C@@]2(C(=O)OCC)Cc3cc(Cl)ccc3[C@@H]12,-0.5
COCC(=O)N1Cc2ccccc2-n2nncc2C1,2.5
CS(=O)(=O)c1ccc(C2=C(CNC(=O)c3ccncc3)[C@H]3CC[C@@H](C2)N3CCOc2ccccc2)cc1,0.8
COC(COC(N)=O)C1=C(N2CC2)C(=O)C(C)=C(N2CC2)C1=O (stereo unspecified),-0.8
CC1=CC2OC3CC4OC(=O)C=CC=CC(=O)OCCC(C)C(O)C(=O)OCC2(CC1)C4(C)C31CO1 (stereo unspecified),-1.3
CCCC(=O)NC1=C(N2CC2)C(=O)C(NC(=O)CCC)=C(N2CC2)C1=O,4.1
O=c1c2ccccc2[nH]c(=S)n1-c1cccc(Cl)c1,2.8
CC1([N+](=O)[O-])COP(=O)(Nc2cccc(Br)c2)OC1 (stereo unspecified),2.9
CCOC(=O)[C@]12Cc3cc(Cl)ccc3[C@H]1N(C1CCCCC1)C(=O)c1cc(OC)ccc12,-0.7
COc1cc(C(=O)O)cc(OC)c1OC,4.6
c1ccc(-c2ccc3c(c2)CNCc2cnnn2-3)cc1,2.0
SMILES,SENP1 FRET inh
CCOC(=O)c1cccc(C2=C(CNC(=O)c3nccs3)[C@H]3CC[C@@H](C2)N3Cc2ccccc2)c1,-0.7
O=c1c2ccccc2[nH]c(=S)n1-c1cccc(C(F)(F)F)c1,0.5
CC1CCCCC12C(=O)NC(=O)NC2=O (stereo unspecified),2.2
FC(F)(F)c1cccc(NC2=NCCS2)c1,1.5
CN(C)c1ccc(/C=C/c2cc[n+](C)c3ccccc23)cc1,1.0&24.5
COc1ccc(CN2Cc3cc(-c4ccc(OC)cc4)ccc3-n3nncc3C2)cc1,3.6
COc1ccc(C(c2nnnn2-c2ccc3c(c2)OCCO3)N2CCC3(CC2)C(=O)NCN3c2ccccc2)cc1 (stereo unspecified),1.3
CCOC(=O)c1cccc(C2=C(CNC(=O)c3ccncc3)[C@H]3CC[C@@H](C2)N3Cc2ccccc2)c1,-0.9
CNC(=O)CSP(=S)(OC)OC,-1.3
O=C(CCN1CC=C(c2ccccc2)CC1)NCc1ccccc1,-6.2
c1cc2c(cc1-c1ccc3c(c1)OCO3)CNCc1cnnn1-2,2.3
CC(C)C(NC(=O)C(C(C)C)N(C)C)C(=O)N(C)C(C(=O)N1CCCC1C(=O)N1CCCC1C(=O)NCc1ccccc1)C(C)C (stereo unspecified),3.1
CC(C)CN(CC(C)C)C(=O)C1C2c3ccccc3C(c3ccccc32)C1C(=O)O (stereo unspecified),3.3
CC1(C)CN=C(NCc2ccccc2)S1,-0.9
C=C1C(C)C2C(Cc3ccccc3)NC(=O)C23C(OC(C)=O)C=CC(C)(O)CC(C)CC=CC3C1O (stereo unspecified),2.1
CN(C)c1ccc(C=C2C(=O)NC(=S)NC2=O)cc1,0.9
CC1=CC(O)C(O)C2(C)C1CC1OC(=O)CC3C(C)C(O)C(=O)C2C13CO (stereo unspecified),1.9
COc1ccc(OC(=O)N(C)C[C@@H]2OCc3cnnn3CCCC(=O)N([C@H](C)CO)C[C@H]2C)cc1,0.2
CC(C)(C)C(=O)N1Cc2cnnn2-c2ccccc2C1C#N (stereo unspecified),-0.5
N=c1sccn1Cc1ccccc1F,-1.0
CCCCCN1C(=O)c2ccccc2[C@@]2(C(=O)OCC)Cc3cc(Cl)ccc3[C@@H]12,0.3
CC(C)CCC1(CCO)C(=O)NC(=S)NC1=O,-1.1
CCN(CCCl)c1cc(CN(C)C)cc(NC(=O)c2ccc(C(=O)Nc3cc(CN(C)C)cc(N(CC)CCCl)c3)cc2)c1,1.2
O=[N+]([O-])c1[nH]cnc1Br,1.4
C=Cc1cc(OC)c2c(c1)c(=O)oc1c2cc(OC)c2c(O)ccc(C3OC(C)C(O)C(C)(O)C3O)c21 (stereo unspecified),-31.0

# A second format for some results above.
smiles	SENP1 FRET inh
CCOC(=O)c1cccc(C2=C(CNC(=O)c3nccs3)[C@H]3CC[C@@H](C2)N3Cc2ccccc2)c1	-0.7
O=c1c2ccccc2[nH]c(=S)n1-c1cccc(C(F)(F)F)c1	0.5
CC1CCCCC12C(=O)NC(=O)NC2=O (stereo unspecified)	2.2
FC(F)(F)c1cccc(NC2=NCCS2)c1	1.5
CN(C)c1ccc(/C=C/c2cc[n+](C)c3ccccc23)cc1	1.0&24.5
COc1ccc(CN2Cc3cc(-c4ccc(OC)cc4)ccc3-n3nncc3C2)cc1	3.6
COc1ccc(C(c2nnnn2-c2ccc3c(c2)OCCO3)N2CCC3(CC2)C(=O)NCN3c2ccccc2)cc1 (stereo unspecified)	1.3
CCOC(=O)c1cccc(C2=C(CNC(=O)c3ccncc3)[C@H]3CC[C@@H](C2)N3Cc2ccccc2)c1	-0.9
CNC(=O)CSP(=S)(OC)OC	-1.3
O=C(CCN1CC=C(c2ccccc2)CC1)NCc1ccccc1	-6.2
c1cc2c(cc1-c1ccc3c(c1)OCO3)CNCc1cnnn1-2	2.3
CC(C)C(NC(=O)C(C(C)C)N(C)C)C(=O)N(C)C(C(=O)N1CCCC1C(=O)N1CCCC1C(=O)NCc1ccccc1)C(C)C (stereo unspecified)	3.1
CC(C)CN(CC(C)C)C(=O)C1C2c3ccccc3C(c3ccccc32)C1C(=O)O (stereo unspecified)	3.3
CC1(C)CN=C(NCc2ccccc2)S1	-0.9
C=C1C(C)C2C(Cc3ccccc3)NC(=O)C23C(OC(C)=O)C=CC(C)(O)CC(C)CC=CC3C1O (stereo unspecified)	2.1

# (continued)
SMILES,SENP1 FRET inh
COc1ccc2c(c1)C13CCN4CC5=CCOC6CC(=O)N2C1C6C5CC43 (stereo unspecified),3.1
CN=C1CN(O)C(c2ccccc2)c2cc(Cl)ccc2N1 (stereo unspecified),-1.0
Cc1[nH]nc2ccc(-c3cncc(OC[C@@H](N)Cc4c[nH]c5ccccc45)c3)cc12,-0.8
COc1ccc(CN2CCN(C(=O)Cc3ccccc3)CC2)cc1OC,-4.0
COC(=O)C1=C(c2ccc(OCc3ccccc3)cc2)C[C@@H]2CC[C@H]1N2C(=O)NCc1ccc(F)cc1,-1.3
Cc1ncoc1C(=O)NCC1=C(c2ccc3ccccc3c2)C[C@@H]2CC[C@H]1N2Cc1ccco1,1.8
Cc1cc(N(CCCl)CCCl)ccc1C=NNC(=O)Cc1cc(=O)oc2cc(O)ccc12,-61.2
CCOC(=O)[C@]12Cc3c(cc(OC)c(OC)c3OC)[C@H]1N(C)C(=O)c1cc(OC)ccc12,0.9
Cn1cccc1/C=C1\C(=O)NC(=O)N(Cc2ccccc2Cl)C1=O,-8.2
CC12CCC(O)CC1CCC1C2CCC2(C)C(C(=O)CO)CCC12 (stereo unspecified),0.2
CC(CCN1CC1)=NNC(=O)Nc1cccc2ccccc12,2.7
CS(=O)(=O)c1ccc(C2=C(CNC(=O)c3ccc([N+](=O)[O-])cc3)[C@H]3CC[C@@H](C2)N3CCOc2ccccc2)cc1,0.7
Fc1ccc(N2Cc3ccccc3-n3nncc3C2)cc1,1.0
O=c1[nH]c2ccccc2n1C1CCN(C(CCc2ccccc2)c2nnnn2C2CCCCC2)CC1 (stereo unspecified),3.2
CC1C(c2ccccc2)OCCN1C (stereo unspecified),2.9
CN1CCN(c2ccc([N+](=O)[O-])c3no[n+]([O-])c23)CC1,83.7*
NC(=O)c1ccc(N)nc1,0.0
CN(C)CC1Oc2ccccc2OC1(O)c1ccccc1 (stereo unspecified),3.0
CCOP(=S)(OCC)SCSP(=S)(OCC)OCC,2.0
O=C1NC(=S)SC1=Cc1ccc(N(CCCl)CCCl)cc1,-29.6
CCC(=O)Nc1ccc(Cl)c(Cl)c1,1.7
COC(=O)C1=C(c2ccccc2OCc2ccccc2)C[C@@H]2CC[C@H]1N2C,0.1
